EZH2 inh = inhibitors of human EZH2/PRC2 methyltransferase; PRC2 H3K27 methylation, DELFIA TRF, 1 h; Q15910; AID 651548; inhibition, % at 12.5 µM; actives 0.35% (n = 57,000);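 active = mean inhibition of replicates at least 50% and every single replicate also reaching 50%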;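 also: dimethyl H3K27 on biotinylated H3 21-44 peptide detected by antibody; plate controls were median neutral control wells for no effect and median positive control wells for full effect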
Target sequence (Q15910 whole entry, looked up): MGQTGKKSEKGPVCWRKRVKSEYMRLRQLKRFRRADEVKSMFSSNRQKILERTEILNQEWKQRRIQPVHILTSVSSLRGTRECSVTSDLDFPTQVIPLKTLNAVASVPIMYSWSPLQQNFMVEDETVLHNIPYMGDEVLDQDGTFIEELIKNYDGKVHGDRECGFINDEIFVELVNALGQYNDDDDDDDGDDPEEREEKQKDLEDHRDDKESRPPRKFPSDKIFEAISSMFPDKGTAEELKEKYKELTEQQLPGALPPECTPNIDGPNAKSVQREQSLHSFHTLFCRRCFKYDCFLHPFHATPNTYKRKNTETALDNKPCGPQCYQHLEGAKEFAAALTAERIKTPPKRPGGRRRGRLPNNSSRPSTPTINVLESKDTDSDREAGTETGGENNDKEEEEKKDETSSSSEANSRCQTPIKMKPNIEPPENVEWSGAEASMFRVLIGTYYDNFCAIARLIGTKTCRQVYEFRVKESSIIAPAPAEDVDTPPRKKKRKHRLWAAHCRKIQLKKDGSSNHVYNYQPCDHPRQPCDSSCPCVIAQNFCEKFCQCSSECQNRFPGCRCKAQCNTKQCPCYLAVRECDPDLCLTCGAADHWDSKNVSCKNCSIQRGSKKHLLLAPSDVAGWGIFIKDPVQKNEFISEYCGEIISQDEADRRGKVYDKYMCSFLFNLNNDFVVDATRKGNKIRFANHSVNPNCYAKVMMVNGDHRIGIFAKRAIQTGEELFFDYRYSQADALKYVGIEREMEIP
IDH1 R132H inh = IDH1 R132H (human) inhibition | O75874 | IDH1 R132H reductase, diaphorase/resazurin fluorescence, 60 min | inhibition, % at 10 µM | actives 0.18% (n = 70,000); in the data active = inhibition above about 34%;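 also: 0% = DMSO and 100% = no enzyme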
* marks the source's active call; other numbers are inactive results; x = no result given. This is a subset. The share of hits here may be higher or lower than overall.

Structure | EZH2 inh | IDH1 R132H inh
C[C@@H]1CCCCO[C@@H](CN(C)S(=O)(=O)c2ccccc2)[C@H](C)CN([C@H](C)CO)C(=O)c2cc(NC(=O)Nc3ccccc3)ccc2O1 | x | -0.9
O=C(Cc1ccccn1)N[C@@H]1CC[C@H](CCn2cc(-c3cccnc3)nn2)O[C@@H]1CO | 36.0 | -0.5
C[C@@H]1CN([C@@H](C)CO)S(=O)(=O)c2ccc(C#CC3CC3)cc2O[C@@H]1CN(C)C(=O)C1CC1 | -2.1 | -3.7
Cc1ccc(-c2nnc(N3CCN(C(=O)CSc4nc5ccccc5o4)CC3)c3ccccc23)cc1 | 4.3 | 0.1
O=C(C[C@H]1C=C[C@@H](NS(=O)(=O)c2ccc(F)cc2)[C@H](CO)O1)N1CCc2ccccc2C1 | -7.6 | -0.3
CC(C)NC(=O)Nc1ccc2c(c1)C(=O)N([C@H](C)CO)C[C@H](C)[C@@H](CN(C)Cc1ccc(C(=O)O)cc1)O2 | 5.4 | 4.3
COc1cc2c(cc1O)C(c1cccs1)N(Cc1sc3ccccc3c1Cl)CC2 (stereo not drawn) | -5.9 | x
Cc1noc(C)c1NC(=O)N(C)C[C@H]1Oc2ncc(C#CC(C)C)cc2C(=O)N([C@H](C)CO)C[C@H]1C | -10.6 | 0.5
CO[C@@H]1CN(C)C(=O)c2ccc(NC(=O)C3CCCCC3)cc2OC[C@H](C)N(C(=O)c2ccccc2)C[C@H]1C | -16.7 | 0.1
C[C@@H]1CCCCO[C@H](CN(C)C(=O)C2CCCCC2)[C@@H](C)CN([C@H](C)CO)C(=O)c2cc(NS(C)(=O)=O)ccc2O1 | 1.9 | x
COc1cc2nc(COc3ccccc3[N+](=O)[O-])oc(=O)c2cc1OC | -4.2 | -0.9
C[C@@H]1CN([C@@H](C)CO)C(=O)Cc2cc(NC(=O)CCCCCC(=O)Nc3ccccc3N)ccc2O[C@H]1CN(C)Cc1ccc(Cl)c(Cl)c1 | x | -0.2
O=C(CSc1ncn[nH]1)c1ccc2c(c1)OCCO2 | -5.6 | 0.6
C[C@H]1CN([C@@H](C)CO)C(=O)c2cc(NC(=O)CCC(F)(F)F)ccc2O[C@H]1CN(C)S(=O)(=O)c1ccccc1 | -0.8 | x
CC(C)(C)c1ccc(S(=O)(=O)CC(O)CSc2nc3c(cc2C#N)CCCC3)cc1 (stereo not drawn) | 27.0 | -0.2
C[C@H]1CN([C@@H](C)CO)C(=O)c2cc(NC(=O)c3ccncc3)ccc2O[C@H]1CN(C)Cc1ccncc1 | 28.3 | x
COCC(=O)Nc1ccc2c(c1)OC[C@H](C)N(C(=O)Cc1cccnc1)C[C@H](C)[C@H](OC)CN(C)C2=O | -0.3 | 0.2
O=C(C[C@@H]1C[C@@H]2c3cc(NC(=O)CC4CC4)ccc3O[C@@H]2[C@@H](CO)O1)NCc1ccccc1F | -8.2 | -1.1
COCC#Cc1ccc2c(c1)O[C@H](CN(C)Cc1ccc3c(c1)OCO3)[C@H](C)CN([C@H](C)CO)S2(=O)=O | 15.1 | 0.4
COc1cccc(C2CC(C(F)(F)F)n3nc(C(=O)Nc4cc(C)nn4-c4ccccc4)cc3N2)c1 (stereo not drawn) | 4.7 | 0.1
O=C(CCCCC(=O)N/N=C/c1cc(Br)cs1)NO | -5.0 | x
Cc1ccc(S(=O)(=O)N(C)C[C@@H]2Oc3ccc(NS(=O)(=O)c4ccc(Cl)cc4)cc3CC(=O)N([C@H](C)CO)C[C@H]2C)cc1 | x | 0.0
C[C@H](CO)N1C[C@H](C)[C@@H](CN(C)C(=O)C2CC2)Oc2ncc(Br)cc2C1=O | 3.4 | -2.3
O=C(NCC[C@@H]1CC[C@@H](NS(=O)(=O)c2cccc(F)c2)[C@H](CO)O1)C1CCC1 | -0.8 | 0.4
C[C@H]1CN([C@@H](C)CO)C(=O)c2cc(NC(=O)Cc3cn(C)c4ccccc34)ccc2O[C@@H]1CN(C)CC1CC1 | x | -14.4
Cc1c(NC(=O)COc2cc(Cl)c(Cl)cc2Cl)cccc1-c1nc2ccccc2o1 | -0.1 | 0.1
CCC1(CC)C(=O)N(CC(=O)OC)C(=O)N(C)C1=S | -4.0 | -0.3
COc1ccc(CN(C)C[C@H]2Oc3ccc(NS(=O)(=O)c4ccc(F)cc4)cc3C(=O)N([C@H](C)CO)C[C@H]2C)cc1 | 8.8 | -0.2
O=C(N[C@H]1CC[C@@H](CCNS(=O)(=O)c2ccc(F)cc2)O[C@@H]1CO)c1cnccn1 | -2.9 | 0.0
COc1ccc(N(C(=O)c2cccnc2)S(=O)(=O)c2cccc([N+](=O)[O-])c2)cc1 | -20.9 | 0.0
C/C=C/c1ccc2c(c1)O[C@H](CN(C)C(=O)c1ccccc1)[C@H](C)CN([C@@H](C)CO)S2(=O)=O | -11.2 | -0.3
CN(C)CCCOc1ccc(/C=N/NC(=O)c2ccc(C(=O)NO)cc2)cc1 | -11.1 | x
C[C@H]1CN([C@@H](C)CO)C(=O)c2cc(NC(=O)Cc3cn(C)c4ccccc34)ccc2O[C@H]1CN(C)Cc1ccc(-c2ccccc2)cc1 | x | 0.8
COc1ccccc1-c1ccc2c(c1)O[C@H](CN(C)C(=O)c1ccncc1)[C@@H](C)CN([C@@H](C)CO)S2(=O)=O | 8.3 | 5.8
C[C@H]1CN([C@@H](C)CO)C(=O)c2c(c3ccccc3n2C)-c2ccccc2CO[C@H]1CN(C)C(=O)[C@H](Cc1ccccc1)N(C)C | -10.7 | 0.2
CCC(=O)Nc1ccc2c(c1)C(=O)N(C)C[C@H](OC)[C@@H](C)CN(C(=O)C1CCC1)[C@H](C)CO2 | 5.9 | 0.2
O=C1O[C@H](c2ccccc2)[C@H](c2ccccc2)N2[C@H]1[C@@H](C(=O)N1CCN(c3ncccn3)CC1)[C@]1(C(=O)Nc3ccc(C#CC4(O)CCCCCC4)cc31)[C@H]2c1ccc(O)cc1 | -14.8 | x
c1ccc2nc(C3=NCCN3)ccc2c1 | 2.0 | -0.7
C[C@@H]1CN([C@@H](C)CO)C(=O)c2ccccc2-c2ccccc2CO[C@@H]1CN(C)Cc1cccc(O)c1 | -14.0 | -0.7
C[C@@H]1CN([C@H](C)CO)C(=O)c2cccc(NC(=O)Nc3ccc4c(c3)OCO4)c2O[C@H]1CN(C)Cc1ccncc1 | 4.9 | 6.0
COc1ccc(NC(=O)N(C)C[C@H]2Oc3ccc(NC(=O)Cc4ccccc4)cc3C(=O)N([C@@H](C)CO)C[C@H]2C)cc1 | -0.9 | -0.3
C[C@H](CO)N1C[C@H](C)[C@H](CN(C)S(=O)(=O)c2ccc(Cl)cc2)Oc2c(NC(=O)CCCCCC(=O)Nc3ccccc3N)cccc2C1=O | 2.1 | x
C[C@@H]1CN([C@H](C)CO)C(=O)c2cccc(NC(=O)NC3CCCCC3)c2O[C@H]1CN(C)Cc1ccc(C(F)(F)F)cc1 | x | 0.7
O=C(NCC[C@H]1CC[C@H](NC(=O)C2CCCCC2)[C@H](CO)O1)Nc1ccc(Cl)cc1 | -1.9 | -0.1
CCCN(C)C[C@@H]1Oc2cc(C#CCN(C)C)ccc2S(=O)(=O)N([C@@H](C)CO)C[C@@H]1C | -28.1 | -1.9
COCC1OC(OC(C)(C)C2CCC3(C)C=C(C4CCC5C4(C)CC(O)C4OC(C(C)(C)OC6OC(CO)C(O)C(O)C6NC(C)=O)CCC45C)CCC3O2)C(NC(C)=O)C(O)C1O (stereo not drawn) | 16.5 | 0.2
CNC[C@H]1Oc2ccc(NC(=O)C3CCCCC3)cc2CC(=O)N([C@@H](C)CO)C[C@@H]1C | 11.0 | 2.6
C/C=C/c1cnc2c(c1)C(=O)N([C@@H](C)CO)C[C@H](C)[C@@H](CN(C)Cc1ccc(F)cc1)O2 | x | -0.2
CNC[C@H]1Oc2ccc(NS(C)(=O)=O)cc2CC(=O)N([C@H](C)CO)C[C@@H]1C | 5.4 | 4.7
COc1ccc(NC(=O)Nc2cccc3c2O[C@H](CN(C)Cc2ccncc2)[C@H](C)CN([C@@H](C)CO)C3=O)cc1 | x | 2.8
C[C@@H]1CN([C@@H](C)CO)C(=O)c2cccc(NC(=O)C3CCCCC3)c2O[C@@H]1CN(C)Cc1ccncc1 | 1.7 | x
COc1ccc(NC(=O)Nc2ccc3c(c2)CC(=O)N([C@H](C)CO)C[C@@H](C)[C@H](CN(C)C(=O)Nc2cccc4ccccc24)O3)cc1 | x | -2.6
Cc1ccc(NC(=O)CSc2nnc(-c3ccc(Br)cc3)o2)cc1Cl | 3.2 | 0.2
C[C@@H]1CN([C@@H](C)CO)C(=O)Cc2cc(NC(=O)Cn3cnnn3)ccc2O[C@@H]1CN(C)Cc1ccc(C(F)(F)F)cc1 | -7.1 | -1.8
CC(=O)NCCCC[C@@H]1NC(=O)[C@@H]2C[C@H](C(=O)NCc3ccc(F)cc3)[C@H](c3ccc(O)cc3)N2C1=O | -1.4 | x
CO[C@H]1CN(C)C(=O)c2ccc(NC(C)=O)cc2OC[C@@H](C)N(Cc2cncnc2)C[C@@H]1C | -0.9 | 0.3
COc1ccccc1C#Cc1ccc2c(c1)O[C@@H](CN(C)Cc1cncnc1)[C@H](C)CN([C@H](C)CO)S2(=O)=O | x | -0.1
C[C@@H]1CN([C@@H](C)CO)C(=O)c2cc(NC(=O)CCC(F)(F)F)ccc2O[C@@H]1CN(C)C(=O)Nc1ccccc1 | -20.7 | 1.6
Cc1ccc(C(=O)O)cc1S(=O)(=O)NCCCO | -15.8 | -0.5
COCC(=O)Nc1ccc2c(c1)[C@@H]1C[C@H](CC(=O)NCCN3CCCCC3)O[C@H](CO)[C@@H]1O2 | 4.8 | -3.6

Another view of part of the listing above:
Values run as follows: EZH2 inh | IDH1 R132H inh
> COCC1OC(OC(C)(C)C2CCC3(C)C=C(C4CCC5C4(C)CC(O)C4OC(C(C)(C)OC6OC(CO)C(O)C(O)C6NC(C)=O)CCC45C)CCC3O2)C(NC(C)=O)C(O)C1O (stereo not drawn)
  16.5 | 0.2
> CNC[C@H]1Oc2ccc(NC(=O)C3CCCCC3)cc2CC(=O)N([C@@H](C)CO)C[C@@H]1C
  11.0 | 2.6
> C/C=C/c1cnc2c(c1)C(=O)N([C@@H](C)CO)C[C@H](C)[C@@H](CN(C)Cc1ccc(F)cc1)O2
  x | -0.2
> CNC[C@H]1Oc2ccc(NS(C)(=O)=O)cc2CC(=O)N([C@H](C)CO)C[C@@H]1C
  5.4 | 4.7

(listing goes on)
| structure | EZH2 inh | IDH1 R132H inh |
| --- | --- | --- |
| O=C(N/N=C/c1ccc(-c2ccccc2)c(F)c1)c1ccccc1O | 7.2 | 0.3 |
| NCC[C@H]1CC[C@@H](NS(=O)(=O)c2ccc(Cl)cc2)[C@@H](CO)O1 | -0.4 | 0.4 |
| CN(C)CC(=O)N[C@H]1C=C[C@@H](CC(=O)NCc2ccc(Cl)cc2)O[C@H]1CO | -11.1 | 0.2 |
| C[C@@H]1CN([C@H](C)CO)C(=O)c2cc(/C=C/c3ccccc3)cnc2O[C@H]1CN(C)S(C)(=O)=O | 4.2 | -0.7 |
| COc1ccc(NC(=O)N(C)C[C@H]2Oc3c(NS(=O)(=O)c4ccc(Cl)cc4)cccc3C(=O)N([C@H](C)CO)C[C@@H]2C)cc1 | x | -0.4 |
| C[C@@H]1CN([C@@H](C)CO)C(=O)Cc2cc(NC(=O)c3ccncc3)ccc2O[C@@H]1CN(C)S(=O)(=O)c1cccs1 | x | -4.2 |
| C[C@@H]1CCCCO[C@H](CN(C)C(=O)NC2CCCCC2)[C@H](C)CN([C@@H](C)CO)C(=O)c2cc(NC(=O)c3ccccc3)ccc2O1 | x | 1.6 |
| C[C@H]1CN([C@@H](C)CO)C(=O)c2cc(NC(=O)Nc3ccccc3)ccc2O[C@@H]1CN(C)S(=O)(=O)c1cn(C)cn1 | x | 0.1 |
| C[C@H](CO)N1C[C@H](C)[C@@H](CN(C)S(C)(=O)=O)Oc2ccc(NC(=O)C3CC3)cc2C1=O | -6.8 | 2.3 |
| CO[C@@H]1CN(C)C(=O)c2cc(NC(=O)Nc3cccc(F)c3)ccc2OC[C@H](C)N(C(=O)C2CC2)C[C@H]1C | -25.6 | x |
| Cc1ccc(S(=O)(=O)N(C)C[C@H]2Oc3ncc(C#CC4(O)CCCC4)cc3C(=O)N([C@H](C)CO)C[C@@H]2C)cc1 | x | -0.3 |
| Cc1noc(C)c1S(=O)(=O)N(C)C[C@H]1OCCCC[C@@H](C)Oc2ccc(NC(=O)C3CCCCC3)cc2C(=O)N([C@@H](C)CO)C[C@H]1C | x | -1.8 |
| C[C@H](CO)N1C[C@H](C)[C@@H](CN(C)CC2CC2)Oc2cc(C#C[C@@H](C)O)ccc2S1(=O)=O | -18.1 | x |
| COCC(=O)N(C)C[C@@H]1Oc2cc(C#CCC(C)C)ccc2S(=O)(=O)N([C@@H](C)CO)C[C@H]1C | x | 0.3 |
| CO[C@@H]1CN(C)C(=O)c2ccc(NS(=O)(=O)c3ccccc3C)cc2OC[C@H](C)N(C)C[C@@H]1C | 4.2 | -0.6 |
| COc1cc(CCC(=O)O)cc(OC)c1OC | x | -0.4 |

Compound profiles (already shown). Order of values: EZH2 inh | IDH1 R132H inh
Entry for `COc1cc2c(cc1O)C(c1cccs1)N(Cc1sc3ccccc3c1Cl)CC2` (stereo not drawn) : -5.9 | x
Entry for `c1ccc2nc(C3=NCCN3)ccc2c1` : 2.0 | -0.7

Additional results follow.
| structure | EZH2 inh | IDH1 R132H inh |
| --- | --- | --- |
| C[C@@H]1CN([C@H](C)CO)S(=O)(=O)c2ccc(C#CC3CC3)cc2O[C@H]1CN(C)C(=O)Nc1cc(F)ccc1F | -12.6 | -0.4 |
| C[C@H](O)C#Cc1cnc2c(c1)C(=O)N([C@H](C)CO)C[C@H](C)[C@H](CN(C)C(=O)c1ccc(F)cc1)O2 | 12.5 | 0.4 |
| COc1ccc(NC(=O)CSc2nc(N3CCCCC3)nc(N3CCCCC3)n2)cc1 | 13.8 | 0.2 |
| Cc1ccc(S(=O)(=O)Nc2ccc3c(c2)C(=O)N([C@H](C)CO)C[C@@H](C)[C@H](CN(C)Cc2ccc(C(=O)Nc4ccccc4N)cc2)O3)cc1 | -4.4 | -0.2 |

Source: PubChem BioAssay
